# Source: PubChem
# TRb SRC2 PPI: qHTS for Inhibitors of the Interaction of Thyroid Hormone Receptor and Steroid Receptor Coregulator 2 | Thyroid hormone receptor beta (Homo sapiens), P10828 | TRbeta-SRC2 peptide binding, fluorescence polarization; receptor liganded with 1 µM T3 | Potency, µM (series often up to 106 µM), without a hit: top-dose activity change, negative = inhibition, hits mostly inhibitors | hit rate 0.065% among 280,000 | AID 1469, 2008;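 also: potency is read from the fitted curve at half-maximal effect; plate controls were bound peptide for no effect and peptide without receptor for full effect; nearly all actives have a fitted effect of over 50% in size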
#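 Read-out is fluorescence polarization (555 nm excitation, 632 nm emission) of a Texas Red SRC2 coactivator peptide; loss of signal reflects blocked binding to human TRb ligand-binding domain in the presence of 1 uM T3.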
# TexasRed fluor: Total Fluorescence Counterscreen for Inhibitors of the Interaction of Thyroid Hormone Receptor and Steroid Receptor Coregulator 2 | hit rate 0.29% among 280,000 | TRb/SRC2 Texas Red total fluorescence interference | Potency, µM (top dose mostly 106 µM), for the others: top-dose fluorescence change, negative = quenching; active = well fitted curve in either direction with a large enough effect; inconclusive = small, poorly fitted or top-dose-only effect; also: potency is read from the fitted curve at half-maximal effect; % is scaled to controls: 0 for no effect and ±100 for the full control effect
#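 Human TRβ ligand-binding domain (0.6 uM) and Texas Red SRC2 peptide (20 nM) in Tris buffer with 1 uM T3 and 5% DMSO were incubated with pinned compound for 5 hr at ambient temperature. Total fluorescence was computed as S + 2P (555/632 nm).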
# Tau fibril FP: qHTS for Inhibitors of Tau Fibril Formation, Fluorescence Polarization; K18 P301L tau heparin fibrillization, Alexa594 FP, 6 h; hit rate 0.39% among 280,000; Microtubule-associated protein tau (Homo sapiens), P10636; Potency, µM (doses to about 57.7 µM), without a hit: at the top dose activity, negative = inhibition, most hits filed as inhibitors; also: potency is read from the fitted curve at half-maximal effect; % is scaled to controls: 0 for no effect and ±100 for the full control effect; nearly all actives have a fitted effect of over 55% in size
# Target sequence (P10636 561-689 P618L limits assumed): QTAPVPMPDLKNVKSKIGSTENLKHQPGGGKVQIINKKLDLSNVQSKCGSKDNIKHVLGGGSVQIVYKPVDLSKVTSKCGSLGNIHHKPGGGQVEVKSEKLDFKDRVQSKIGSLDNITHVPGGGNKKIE
#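 Steps: dispense K18 P301L tau (15 uM plus 0.24 uM Alexa 594 tracer, final) in pH 7 sodium acetate; add compound; add heparin (20 uM final); incubate 6 hr, 37 C; add ThT (30 uM final); after 1 hr ambient, read FP.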
# GLA spleen mod: qHTS Assay for Inhibitors and Activators of Human alpha-Galactosidase From Spleen Homogenate; human spleen homogenate, 4MU-alpha-Gal fluorescence, 40 min; hit rate 0.008% among 240,000; Potency, µM (doses to about 80 µM), for inactives: top-dose activity change, negative = inhibition, usual class: inhibitors; Alpha-galactosidase A (Homo sapiens), P06280;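 also: potency is read from the fitted curve at half-maximal effect; 0% = enzyme with vehicle and -100% = no enzyme basal signal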
#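 Human spleen homogenate (1 ug) as enzyme source, 4-methylumbelliferyl-alpha-D-galactopyranoside 1 mM final, citrate/phosphate pH 5.0 with 0.01% Tween-20. Compounds 40 min at 37C, NaOH/glycine stop; fluorescence Ex 365/Em 440, Hill-fit AC50.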
# NPSR antag: qHTS Assay for Antagonists of the Neuropeptide S Receptor: cAMP Signal Transduction | Q6W5P4 | CHO-NPSR cells, cAMP TR-FRET, antagonist mode | Potency, µM (series often up to 38.3 µM), inactives show at the highest dose activity change, negative = inhibition, actives largely listed as inhibitors | hit rate 1% among 220,000 | AID 1461, 2008; also: potency is read from the fitted curve at half-maximal effect; % is scaled to controls: 0 for no effect and ±100 for the full control effect; nearly all actives have a fitted effect of over 50% in size; many of its hits are not listed in these tables
# Epigenetic derep: Quantitative High-Throughput Screen for Regulators of Epigenetic Control; Potency, µM (titrated, usually from 53.9 µM), for inactives: at the top dose GFP activation, most hits filed as activators; hit rate 0.2% among 280,000; murine LDR cells, GFP reporter derepression, 30 h; AID 1865, 2009; also: potency is read from the fitted curve at half-maximal effect; % of control where 0% means no effect; nearly all actives have a fitted effect of over 60% in size
#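 In this reporter-derepression format, murine cells bearing a silenced integrated CMV-GFP locus incubate with test compound (30 h, 37 C), then are washed and imaged; fluorescent objects of 20–120 um count as induced cells.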
# Tau fluor counter: Counterscreen qHTS for Inhibitors of Tau Fibril Formation, Fluorescence Polarization; hit rate 0.93% among 280,000; Potency, µM (titrated, usually from 57.7 µM), inactives show at the highest dose activity change, negative = decrease; tau K18 P301L Alexa594 fluorescence, heparin fibrillization; also: potency is read from the fitted curve at half-maximal effect; % is scaled to controls: 0 for no effect and ±100 for the full control effect; nearly all actives have a fitted effect of over 55% in size
#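 Human tau K18 P301L (15 uM unlabeled, 0.24 uM Alexa 594-labeled) in 100 mM sodium acetate pH 7 with 20 uM heparin, 6 hr at 37 C. ThT 30 uM added, 1 hr ambient; Alexa 594 FP and total fluorescence read at 555/632 nm.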
# CBFb RUNX1 block: qHTS Assay for Compounds Blocking the Interaction Between CBF-beta and RUNX1 for the Treatment of Acute Myeloid Leukemia. Runt-related transcription factor 1 (Homo sapiens) + Core-binding factor subunit beta …. AlphaScreen CBFb-His/RUNX1-biotin binding, biochemical. Potency, µM (titrated, usually from 59.8 µM), for the others: at the highest dose activity, negative = inhibition, usual class: inhibitors. 230,000 tested, under 10 active. AID 1477, 2009; also: % of control where 0% means no effect
# Target sequence (Q01196 whole entry, looked up): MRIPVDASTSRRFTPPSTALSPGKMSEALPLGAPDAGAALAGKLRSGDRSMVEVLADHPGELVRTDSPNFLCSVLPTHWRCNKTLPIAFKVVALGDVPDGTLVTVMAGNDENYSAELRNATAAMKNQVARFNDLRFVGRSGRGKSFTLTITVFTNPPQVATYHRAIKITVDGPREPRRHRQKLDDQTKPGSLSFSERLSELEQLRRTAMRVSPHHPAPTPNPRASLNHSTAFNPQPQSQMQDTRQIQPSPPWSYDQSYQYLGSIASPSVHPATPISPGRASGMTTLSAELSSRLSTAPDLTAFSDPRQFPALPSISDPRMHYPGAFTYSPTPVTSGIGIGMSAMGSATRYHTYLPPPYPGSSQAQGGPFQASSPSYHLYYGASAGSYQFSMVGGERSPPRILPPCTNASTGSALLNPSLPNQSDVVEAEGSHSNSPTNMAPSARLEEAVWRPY
# Target sequence (Q13951 whole entry, looked up): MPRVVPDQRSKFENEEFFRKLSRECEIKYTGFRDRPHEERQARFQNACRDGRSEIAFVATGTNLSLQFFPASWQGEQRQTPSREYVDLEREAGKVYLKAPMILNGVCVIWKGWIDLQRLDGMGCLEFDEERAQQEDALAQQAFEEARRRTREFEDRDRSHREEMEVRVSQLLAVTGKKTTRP
#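 CBFb-His/RUNX1-biotin, 30 nM each, preincubated 20 min RT; compound 15 min RT; Ni + streptavidin beads 50 ng each, 90 min RT; AlphaScreen read.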
# Starred values were filed as active, the others as inactive; ? = inconclusive; · = no result given; & = joins results of further samples; [ ] = dose if it differs, or a comment. Unless noted, calls follow the shape of the dose curve; as a rule, active = well fitted curve in the direction sought with a large enough effect; inconclusive = small, poorly fitted or top-dose-only effect, or another doubt; inactive = no such curve, though single readings can be large; an effect the other way counts as inactive or inconclusive.
SMILES,TRb SRC2 PPI,TexasRed fluor,Tau fibril FP,GLA spleen mod,NPSR antag,Epigenetic derep,Tau fluor counter,CBFb RUNX1 block
O=C1Nc2ccc(S(=O)(=O)N3CCCC3)c3ccc(S(=O)(=O)N4CCCC4)c1c23,3%,0%,10%,2%,-11%[46.1 µM],2.4%,-2%,7%
C/C(=N\OC(=O)c1ccc(Cl)cc1)c1nccs1,9%,0%,0%,5%,-3%[46.1 µM],4.3%,-6%,-1%
NC(=O)[C@@H]1CCCNc2c(F)cc([N+](=O)[O-])cc2C(=O)N[C@@H](CCC(=O)O)C(=O)N[C@@H](CO)C(=O)N1,0%,-3%,2%,14%,12%,-1.0%,-7%,3%[2.36 µM]
CCOC(=O)CSc1nc(-c2ccc3c(c2)OCO3)ccc1C#N,-10%,-6%,-5%,6%,-15%[46.1 µM],0.0%,?,?
O=C(CN1C(=O)COc2ccc(S(=O)(=O)N3CCOCC3)cc21)NCc1ccc(Cl)cc1,-10%,0%,-8%,·,·,5.2%,-12%,·
CCOc1ccc(NS(=O)(=O)c2ccc3[nH]cc(C(=O)NCC4CCCO4)c(=O)c3c2)cc1 (stereo not given),-3%&4%,-4%&0%,?,1%,-15%[46.1 µM],-0.1%&-0.8%,?,1%
Cc1ccc(-c2nnc(Nc3cccc(Cl)c3)c3ccccc23)cc1S(=O)(=O)N1CCCCC1,-1%,-5%,?,·,·,-1.6%,-15%,·
Cc1ccc(C(=O)N2CCN(c3ccc(NC(=O)CSc4ccc(Cl)cc4)cc3)CC2)cc1,-4%,3%,0%,-6%,-14%,0.0%,-4%,0%
Cc1c(C=O)c(=O)n(-c2ccccc2)n1-c1ccccc1,2%,-2%,-2%,-7%,16%,0.0%,-4%,5%
CCN(CC)CCCNC(=O)c1ccc(Cn2c(SCc3ccccc3)nc3cccnc32)cc1,2%,-9%,?,·,·,-1.2%,-3%,·
O=C1NC(=O)/C(=C\c2ccc(N3CCOCC3)o2)N1,1%,1%,?,5%,-29%,2.3%,?,5%
O=C(Nc1ccccc1Cl)c1ccc(S(=O)(=O)N2CCOCC2)cc1,0%,-4%,-3%,-1%,-4%[46.1 µM],1.0%,-5%,9%
Cn1c(=Nc2ccccc2)sc2ccccc21,-15%,-4%,2%,23%,-17%[46.1 µM],0.1%,-23%,14%
COc1ccc(CC(=O)Nc2nnc(C)s2)cc1,1%,0%,6%,0%,-5%[46.1 µM],-2.2%,-1%,4%
COc1ccc2c(c1)C(=O)[C@@H](OC(=O)N[C@H](C)C1CCCCC1)[C@H](c1ccc(OC)c(Br)c1)O2,-4%,-1%,-1%,-2%,·,-1.1%,-3%,10%
CN(C)S(=O)(=O)c1ccc2c(c1)nc(CCC(=O)O)n2C,-2%,8%,7%,3%,19%,7.7%,2%,3%
CCN1CCN(C(c2ccccc2)c2nnnn2CCc2ccc(OC)c(OC)c2)CC1 (stereo not given),-10%,-1%,-11%,-12%,5%[46.1 µM],-1.0%,-7%,0%
CNC(=O)/C(C#N)=C\c1cc(C)n(-c2ccc(N3CCOCC3)cc2)c1C,-5%,-4%,-8%,-4%,14%,0.0%,-9%,-5%
CCSc1nnc(NC(=O)c2cc(C)nc3ccccc23)s1,-1%,-5%,-3%,10%,-17%[46.1 µM],0.0%,-7%,6%
CCOC(=O)c1[nH]c(C)c(C(=O)NCc2ccccn2)c1C,-6%,-2%,-2%,5%,-7%[46.1 µM],0.1%,3%,0%
CC(=O)Nc1ccc(NC(=O)C(C)Oc2ccccc2F)cc1 (stereo not given),-6%,-3%,8%,-4%,?,2.4%,2%,3%
O=C(NNC(=S)NC(=O)c1cccnc1)c1ccc(F)cc1,-2%,3%,-2%,-2%,-5%[7.67 µM],2.4%,-5%,-1%
CCOC(=O)CSc1nc2sc3c(c2c(=O)n1Cc1ccccc1)CCC(C(C)(C)C)C3 (stereo not given),-7%,7%,-3%,·,·,-1.6%,0%,·
CCOc1ccc(C(=O)NC(=S)NC2CCCC2)cc1[N+](=O)[O-],-7%,0%,-4%,-4%,-20%,5.8%,-16%,-22%
CCOc1ccc(S(=O)(=O)NCC(=O)N(C)Cc2cccnc2)cc1,2%,2%,-5%,5%,-7%[46.1 µM],-1.4%,-1%,1%
CCOc1ccccc1NC(=O)Cn1ncc2c([nH]c3ccccc32)c1=O,9%,9%,?,·,·,3.7%,-3%,·
NC(C(=O)O)c1cccc(O)c1 (stereo not given),-3%,-1%,-1%,2%,·,1.1%,-3%,-5%
CN(C)C(=O)c1noc2cc([N+](=O)[O-])ccc12,-1%,-3%,-6%,2%,3%[46.1 µM],-4.3%,-12%,11%
CC1=C(C(=O)N2CCN(c3cccc(C(F)(F)F)c3)CC2)C2(CCCCC2)OC1=O,-11%,?,-4%,·,·,0.0%,-19%,·
COc1cccc(N2CCN(C(=O)CSc3ccc(F)cc3)CC2)c1,-1%,0%,5%,3%,-2%,1.3%,-16%,-1%
COCCCNC(=O)C(=O)C1C(=O)Nc2ccccc21 (stereo not given),-4%,0%,6%,1%,0%,-0.1%,1%,9%
Cn1cc(C(=O)NCCc2ccccc2)c(=O)c2cc(S(=O)(=O)N3CCCCC3)ccc21,0%,0%,-5%,·,·,0.0%,?,·
CCc1c(C)sc2c1CCN(C(=O)Nc1cc(Cl)c(OC)cc1OC)C2c1ccccc1 (stereo not given),0%,-1%,1%,·,·,3.3%,-19%,·
NC(=O)C1(N2CCCCC2)CCN(C(=O)Nc2ccc(Cl)c(Cl)c2)CC1,1%,-30%,-8%,·,·,0.8%,-20%,·
Cc1nnc(NC(=O)c2cc3n(n2)C(C(F)(F)F)CC(C2CC2)N3)s1 (stereo not given),3%,2%,1%,-7%,-4%[46.1 µM],-1.0%,-3%,3%
COC(=O)[C@H](Cc1ccccc1)NC(=O)[C@]1(C)C[C@H]1[C@H](NC(=O)OCc1ccccc1)c1ccccc1,2%,-4%,1%,-9%,·,2.2%,-4%,5%

# Gathered by group: the entries above with a cyano group
SMILES,TRb SRC2 PPI,TexasRed fluor,Tau fibril FP,GLA spleen mod,NPSR antag,Epigenetic derep,Tau fluor counter,CBFb RUNX1 block
CCOC(=O)CSc1nc(-c2ccc3c(c2)OCO3)ccc1C#N,-10%,-6%,-5%,6%,-15%[46.1 µM],0.0%,?,?
CNC(=O)/C(C#N)=C\c1cc(C)n(-c2ccc(N3CCOCC3)cc2)c1C,-5%,-4%,-8%,-4%,14%,0.0%,-9%,-5%

# Further results.
SMILES,TRb SRC2 PPI,TexasRed fluor,Tau fibril FP,GLA spleen mod,NPSR antag,Epigenetic derep,Tau fluor counter,CBFb RUNX1 block
Cn1nnnc1SCCCNCc1cccc(OCc2ccccc2Cl)c1,1%,8%,1%,·,·,-3.2%,-11%,·
Cn1c(CO)cnc1SCc1ccc(F)cc1,-10%,-2%,-5%,9%,12%,2.5%,-3%,-15%
CCCC(=O)Nc1ccc(NC(=S)NC(=O)c2ccccc2[N+](=O)[O-])cc1,-3%,0%,-1%,-21%,11%,1.0%,-11%,20%
CCN(CC)C(=O)c1cc2c(=O)n3cccc(C)c3nc2n1C,-19%,0%,1%,27%,-3%[46.1 µM],-0.9%,-3%,8%
O=C(NCCOc1ccccc1Cl)C(=O)Nc1ccccc1,-1%,0%,5%,-6%,4%,3.4%,4%,6%
CCc1ccc(C(=O)COC(=O)c2ccc(Cl)nc2)cc1,-3%,0%,-1%,-4%,-1%,-0.1%,-18%,6%
O=c1c2nccnc2[nH]c(=S)n1Cc1ccccc1,-3%,-2%,-10%,-6%,-9%,5.5%,-15%,2%
CCOc1ccc(CN2C(=O)c3ccccc3Sc3ccc(C(=O)NCCc4ccccc4)cc32)cc1,4%,0%,-1%,·,·,-1.3%,-1%,·
COc1ccc2nc(NC(=O)CSc3nc(C)cc(=O)[nH]3)sc2c1,5%,-3%,-2%,0%,-11%[46.1 µM],-1.5%,-15%,-1%
O=C(NCc1ccccc1)C(c1ccco1)N(C(=O)c1cnccn1)c1ccc(F)cc1 (stereo not given),-17%,-1%,2%,8%,-3%[46.1 µM],0.0%,2%,1%
Cc1c(Cl)cccc1NC(=O)c1ccc2c(c1)CCN2S(=O)(=O)c1ccccc1,-8%,1%,-14%,·,·,5.8%,-20%,·
C=CCC(Nc1ccccc1)c1cccc(OC)c1OC (stereo not given),-5%,-2%,15%,8%,-17%,11%,-21%,13%
COc1cccc(Cn2cc(N)cn2)c1,-5%,-2%,-3%[2.34 µM],-4%,5%,-0.1%,9%[2.34 µM],0%
COC(=O)/C=C1/SC(=Nc2ccc(Cl)c(Cl)c2)NC1=O,-5%,1%,-2%,-5%,47%,-0.2%,-23%,7%
C#CCOC(=O)Nc1cccn(Cc2c(Cl)cccc2Cl)c1=O,3%,-4%,-2%,-6%,-17%[46.1 µM],-1.2%,-4%,2%
CC(=O)NCC(=O)N(c1c(C)n(C)n(-c2ccccc2)c1=O)C1(C(=O)NC2CCCC2)CCCCC1,7%,0%,5%,10%,-3%[46.1 µM],0.9%,8%,7%
C/C(=N\NC(=O)c1ccc(Br)cc1)C1C(=O)c2ccccc2C1=O,-9%,-10%,?,-7%,-15%[46.1 µM],0.5%,?,-28%
O=C(Cn1cc(S(=O)(=O)c2ccc(Cl)cc2)c(=O)c2ccccc21)Nc1ccc2c(c1)OCO2,-2%,-1%,8%,·,·,?,?,·
CCN(Cc1cnn(C)c1)C(=O)c1ccc(OC2CCN(S(=O)(=O)N(C)C)CC2)cc1,1%,-1%,4%,2%,-26%,-1.8%,-5%,0%

# Not all compounds are listed (hit frequency here may not be typical).
